Screening data from PubChem BioAssay.
TbPYK inhibitor: inhibitors of Trypanosoma brucei pyruvate kinase. TbPYK enzyme, Kinase-Glo Plus ATP luminescence, 45 min. 410,000 tested, 0.12% active. Potency, µM (doses to about 76.8 µM), without a hit: at the highest dose activity, negative = inhibition, actives largely listed as inhibitors. Q57TT1. AID 624173; note: nearly all actives have a fitted effect of over 50% in size
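In this concentration-response screen, enzyme-free wells defined baseline while DMSO plates tracked drift. Each reaction combined TbPYK, substrate, compound and 130 uM ADP for 45 min at room temperature. Kinase-Glo Plus luminescence gave the signal.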
HCV inh: HCV inhibition; Huh7.5.1 HCVcc-Cre infection, luciferase reporter, 44 h; Potency, µM (titrated, usually from 41.8 µM), for inactives: at the highest dose activity change, negative = inhibition, most hits filed as inhibitors; 340,000 tested, 3.4% active
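Infectious HCVcc-Cre (~0.5 moi) was added to cells just after compound, with cells seeded 4 h earlier at 1,000 per well. Luciferase activity after 44 h culture reported infection; substrate was incubated 15 min at room temperature before reading.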
Active calls of the source: *; ? = inconclusive; [ ] = another dose, or the depositor's remark. Calls come from the whole dose curve; as a rule, active = well fitted curve in the direction sought with a large enough effect; inconclusive = small, poorly fitted or top-dose-only effect, or another doubt; inactive = no such curve, though single readings can be large; an effect the other way counts as inactive or inconclusive. % is set by controls: 0 for no effect and ±100 for the full control effect; potency is the fitted concentration of half-maximal effect.

SMILES | TbPYK inhibitor | HCV inh
CCN(C(=S)NC(=O)Cc1ccc(OC)cc1)c1ccccc1 | 4.0% | -6.1%
O=C(N1CCc2cc(S(=O)(=O)NC[C@H]3O[C@@H](n4ccc(=O)[nH]c4=O)[C@H](O)[C@@H]3O)ccc2C1)C(F)(F)F | 4.2% | ?
CCSc1ccc([C@@H]2[C@@H]3C(=O)N(C)C(=O)[C@@H]3[C@]3(C(=O)OC)CCCCN23)cc1OC | -4.8% | -7.1%
O=C(NCc1cccs1)c1cc(-c2ccccc2)nn1CC1CC(c2cccnc2)=NO1 (stereo unspecified) | 1.0% | -5.0%
OCC1OC(n2cnc3c(/C=C(\O)c4ccccc4)ncnc32)C(O)C1O (stereo unspecified) | -5.9% | ?
CN(C)c1ccc(C=c2c3ccccc3n3c2cc(-c2ccccc2)[n+]3C)cc1 | -18.3% | ?
NC1C=CC=C(C(=O)O)C1 (stereo unspecified) | 1.4% | 49.1%[activator]
O=C(Nc1ccccc1)OCC1COC(c2ccccc2)(c2ccccc2)O1 (stereo unspecified) | 0.4% | -21.8%
COc1cccc(OC)c1C(=O)NCCc1ccccc1 | -3.1% | -9.1%
COc1ccc(S(=O)(=O)N2CCOCC2)cc1NC(=O)CCCOc1ccccc1 | -5.4% | -9.3%

(list continues)
SMILES | TbPYK inhibitor | HCV inh
CCCc1cc(=O)[nH]c(SCC(=O)NCCN2C(=O)CSC2=O)n1 | -0.9% | 20.7%
O=C(CCN1C(=O)c2cccc([N+](=O)[O-])c2C1=O)NC1CCCCCC1 | 0.8% | 0.3%
c1cnc2ccc3c(c2c1)COCO3 | 2.1% | 25.5%
COc1ccc(C(=O)C(C)OC(=O)CNC(=O)C2CCCCC2)cc1 (stereo unspecified) | 3.7% | -3.7%
COc1cc([C@@H]2CC=C(C(=O)O)[C@H](c3ccc(C)cc3)N2S(=O)(=O)c2ccc(C)cc2)cc(OC)c1OC | 1.1% | 15.3%
Cc1ccc(S(=O)(=O)N2CCOCC2)cc1NC(=O)CNCc1ccc(Cl)cc1Cl | -4.6% | ?
CCN(CC(=O)Nc1ccccc1OC)C(=O)CC1CCCC1 | 2.1% | -3.7%
CN(C)CCCNC(=O)C(=O)NCC1OCCN1S(=O)(=O)c1cc(F)ccc1F (stereo unspecified) | 3.7% | 16.4%
CC(C)C[C@H](CO)N(Cc1ccccc1)S(=O)(=O)N(Cc1ccccc1)[C@@H](CO)CC(C)C | 9.2% | ?
CC1CCN(C(=O)c2ccc(N3CCOCC3)c([N+](=O)[O-])c2)CC1 | 0.2% | 3.1%

Additional results follow.
SMILES | TbPYK inhibitor | HCV inh
Cc1[nH]c(=O)c(C#N)c(C)c1CSc1ncccn1 | -2.4% | 19.7%
O=C(NCCN1CCOCC1)c1ccc(Cl)c(S(=O)(=O)NCc2ccccc2)c1 | 1.9% | ?
COc1cc(C2C3=C(COC3=O)Oc3cc4c(cc32)OCO4)ccc1O (stereo unspecified) | 2.7% | -9.1%
COc1cc2ccccc2cc1C(=O)N1CC(C)OC(C)C1 (stereo unspecified) | 0.8% | 22.3%
COc1cc(S(=O)(=O)N(Cc2cccs2)C2CC2)ccc1-n1cnnn1 | 2.0% | -10.1%
O=C(/C=C/c1ccc(Cl)cc1)N1CCN(CCN2C(=O)c3cccc4cccc(c34)C2=O)CC1 | 4.0% | ?
COc1ccc2c(c1)C(=O)C1NC(=O)NC(=O)C1(Br)N2 (stereo unspecified) | 9.9% | 11.0%
CN(CC(=O)Nc1cccc(S(=O)(=O)N2CCCC2)c1)Cc1ccccc1 | 4.2% | 9.8%
CC(=O)Nc1ccc(Cl)cc1-c1ccccc1 | -22.4% | -22.5%
CCC(=O)OC1(C)C(=O)C=C2C=C(C3CC3)OC=C2C1=O (stereo unspecified) | 0.9% | -3.2%

In another format: entries from further up.
> COc1cc(S(=O)(=O)N(Cc2cccs2)C2CC2)ccc1-n1cnnn1
  TbPYK inhibitor = 2.0%	HCV inh = -10.1%
> O=C(/C=C/c1ccc(Cl)cc1)N1CCN(CCN2C(=O)c3cccc4cccc(c34)C2=O)CC1
  TbPYK inhibitor = 4.0%	HCV inh = ?

Remaining list, next part:
SMILES | TbPYK inhibitor | HCV inh
COc1ccccc1NS(=O)(=O)c1cc(NC(=O)c2cccnc2)ccc1N1CCCCC1 | -2.7% | ?
Cc1ccccc1NS(=O)(=O)c1ccc(C(=O)NCC2(N3CCOCC3)CCCCC2)cc1 | 0.0% | -26.4%
C[C@H](CO)N1C[C@H](C)[C@@H](CN(C)Cc2ccncc2)Oc2c(NS(=O)(=O)c3ccc(Cl)cc3)cccc2C1=O | 3.4% | 9.7%
Cc1ccc(C)c(N2CCN(C(=O)CCc3nc(-c4ccccc4Br)no3)CC2)c1 | 0.3% | ?
C1CN(CC2COC(CN3CCOCC3)CO2)CCO1 (stereo unspecified) | -5.1% | 3.1%
Cn1c2c(c3ccccc31)CCN=C2c1ccccc1 | -0.5% | -2.4%
CC1CN(CC(O)c2ccc(Br)cc2)CCO1 (stereo unspecified) | -0.7% | 11.2%
CCN1C[C@@H]2[C@@H]3C(=O)N(C)C(=O)[C@@H]3[C@](CC)(C(=O)OC)N2C1=NC | 1.9% | 1.2%[8.37 µM]
O=C(O)CC1(CC(=O)Nc2ccccc2Br)CCCC1 | 2.0% | 18.8%
Cc1noc(C)c1NC(=O)N(C)C[C@H]1Oc2ccc(NC(=O)CCC(F)(F)F)cc2C(=O)N([C@H](C)CO)C[C@@H]1C | -1.6% | 16.1%

The results go on:
SMILES | TbPYK inhibitor | HCV inh
CCCN1C(C)C(C(=O)OCC)=CN(Cc2ccc(Br)cc2)S1(=O)=O (stereo unspecified) | -5.2% | ?
Cc1ccc(CSCC(=O)Nc2cc(S(=O)(=O)N3CCOCC3)ccc2OCC(F)(F)F)cc1 | 0.3% | ?
CCN(CC)C(=O)[C@H]1C[C@H](CC(=O)NCc2ccco2)C(=O)N2CCc3c([nH]c4cc(-c5ccco5)ccc34)[C@]12C | -2.5% | ?
CC(C)N(C(=O)[C@H]1C[C@H](CC(=O)NCCC2=CCCCC2)C(=O)N2CCc3c([nH]c4ccc(Cl)cc34)[C@]12C)C(C)C | -9.3% | -25.6%
CN1OC[C@@H]2CN(C(=O)C(C)(C)C)[C@H](c3cccc(Br)c3)C[C@@H]21 | 3.8% | -13.7%[8.37 µM]
CCc1cccc2c1NC(=O)C2=O | -1.9% | 20.0%
O=C(COC(=O)c1cccc(S(=O)(=O)N2CCOCC2)c1)NCc1ccccc1 | -12.3% | 5.4%
O=C(O)c1cc(O)c2c(c1)[C@@H]([C@H]1c3cc(C(=O)O)cc(O)c3C(=O)c3c(O[C@@H]4O[C@H](CO)[C@@H](O)[C@H](O)[C@H]4O)cccc31)c1cccc(O[C@@H]3O[C@H](CO)[C@@H](O)[C@H](O)[C@H]3O)c1C2=O | -8.4% | 15.5%
O=C1[C@@H](c2ccccc2)[C@@H](c2ccccc2)N1c1cccnc1 | 1.5% | 5.01µM*
COC(=O)[C@H](C(C)C)N(Cc1ccccc1)S(=O)(=O)CCN1CCN(c2ccccc2)CC1 | -6.8% | ?

More results:
SMILES | TbPYK inhibitor | HCV inh
O=C(NCC1CC1)c1cc(-c2ccccc2)nn1CC1CC(c2cccc([N+](=O)[O-])c2)=NO1 (stereo unspecified) | 4.8% | -27.0%
CC(=O)c1c(C)[nH]c(C(=O)OCc2cc(-c3ccco3)on2)c1C | -3.8% | ?
COc1ccc(C2NCCCC2c2ccccc2)cc1 (stereo unspecified) | -7.8% | 1.9%
CN(C)S(=O)(=O)c1cccc(NC(=O)COC(=O)c2cccnc2Cl)c1 | -0.3% | 3.0%
CCOC(=O)C1=CN(Cc2cccc(Br)c2)S(=O)(=O)N(C)C1C (stereo unspecified) | -5.9% | ?
CN1C(C)(C)CC(=NO)CC1(C)C | -6.5% | 0.2%
COc1ccc(NC(=O)N(C)C[C@H]2Oc3c(NC(=O)C4CC4)cccc3C(=O)N([C@H](C)CO)C[C@@H]2C)cc1 | 3.5% | 3.6%
COc1cc(C=O)ccc1Oc1ccc(S(=O)(=O)N2CCOCC2)cc1[N+](=O)[O-] | 0.5% | -5.0%
Cc1cc(C)cc(NC(=O)c2cccc(NC(=O)c3ccco3)c2)c1 | 3.3% | ?
CC1CC(C)CN(C(=O)c2cccc(NC(=O)CC3SC(N4CCCCC4)=NC3=O)c2)C1 (stereo unspecified) | 0.2% | ?

Further results
SMILES | TbPYK inhibitor | HCV inh
C[C@H]1CN([C@@H](C)CO)C(=O)c2cc(NC(=O)C3CCCCC3)ccc2O[C@H]1CN(C)CC1CCCCC1 | 1.1% | 7.6%
COC(/C(C)=C/C=C/C(C)=C/c1coc(C)n1)C(C)C1CC(O)C2(C)OC2C=CC(C)C2CC(CC(=O)O2)CC2OC2C(=O)O1 (stereo unspecified) | -11.7% | 9.6%
CCCc1cc(=O)[nH]c(SCC(=O)Nc2ccc(OC)c(S(=O)(=O)N3CCCCC3)c2)n1 | 2.1% | ?
CC(C)N(C(=O)[C@H]1CC(CC(=O)NCCCn2ccnc2)C(=O)N2CCc3c([nH]c4ccccc34)[C@]12C)C(C)C (stereo partly specified) | 1.2% | 49.8%[activator]
CC(C)(C)OC(=O)C[C@@H]1C/C=C\C[C@H](CC(=O)NCCO)C(=O)N[C@@H](c2ccccc2)COC1=O | 7.3% | 7.3%
ClCC(CNCc1ccccc1)c1ccccc1 (stereo unspecified) | -1.0% | -13.7%
COCC(=O)N(C)C[C@H]1N[C@@](C)(C(=O)OC)[C@H]2C(=O)N(C)C(=O)[C@@H]12 | 4.3% | -6.0%[8.37 µM]
COc1ccc(CC(=O)NCc2nnc(SCC(=O)N3CCN(c4ccccc4)CC3)n2C)cc1 | -1.2% | 16.2%
O=C(O)C(F)=C1c2ccccc2-c2ccccc21 | 2.9% | -17.8%
Cc1ccccc1-n1c(SC(C)C(=O)NCC2CCCO2)nnc1-c1ccncc1 (stereo unspecified) | -13.8% | 17.9%

Next entries.
SMILES | TbPYK inhibitor | HCV inh
COc1cc(OC)c(N(C)S(=O)(=O)c2cccc(C(=O)OCC(=O)N3CCOCC3)c2)cc1Cl | 1.2% | 23.5%
N#C/C(=C/c1ccc(-c2cccc([N+](=O)[O-])c2)o1)C(=O)Nc1nc(-c2cccs2)cs1 | -4.6% | -19.2%
Cc1ccc(C)c(C(=O)CCC(=O)NNC(=O)c2cccs2)c1 | 2.8% | 12.6%
Cc1ccc(NC(=O)Cn2c(=O)ccn(Cc3ccccc3)c2=O)cc1S(=O)(=O)N1CCOCC1 | -3.1% | 11.2µM*
C[C@]12c3[nH]c4cc(-c5ccco5)ccc4c3CCN1C(=O)[C@@H](CC(=O)NCCCn1ccnc1)C[C@@H]2C(=O)N1CCCCC1 | 3.6% | ?
Nc1ccc(C(=O)OCC(=O)Nc2cccc(S(=O)(=O)NC3=NCCCCC3)c2)cc1[N+](=O)[O-] | 2.7% | ?
N#Cc1c(N2CCN(c3ccc([N+](=O)[O-])cc3)CC2)[n+](=O)c2ccc(Cl)cc2n1[O-] | 4.6% | ?
O=C1C(=NO)CCCc2ccccc21 | -12.9% | 22.8%
COc1ccc(OC)c(NC(=O)COC(=O)COc2ccc(Nc3ccccc3)cc2)c1 | -0.5% | -12.3%
O=C(/C=C/c1ccccc1)OCC(=O)c1c[nH]c2ccccc12 | -6.2% | ?

The listing continues.
SMILES | TbPYK inhibitor | HCV inh
COc1ccc2[nH]c3c(c2c1)CCN1C(=O)C(CC(=O)NCc2ccc(OC)c(OC)c2)C[C@H](C(=O)N2CCOCC2)[C@@]31C (stereo partly specified) | 7.1% | 13.1%
CCOC(=O)C1Nc2c(F)cc(C)cc2C2c3ccccc3CC12 (stereo unspecified) | -2.9% | -27.6%[8.37 µM]
CC1CCN(CC(O)COC2CC(C)CC(C)(C)C2)CC1 (stereo unspecified) | 3.9% | 9.0%
CCc1nc2sc(C#N)c(N)c2c2c1CCCC2 | -4.3% | ?
Cc1ccc(CNC(=O)c2ccc(N3CCC4(CC3)CC(c3cccc(Br)c3)=NO4)c(NC(=O)c3ccc(Br)cc3)c2)cc1 | -4.3% | 1.7%
Nc1ccc(S(=O)(=O)NN=CC=Cc2ccccc2[N+](=O)[O-])cc1 | -3.1% | -12.8%
CN(Cc1ccccc1F)C(=O)c1ccc(NC(=O)CC2SC(N3CCCCC3)=NC2=O)cc1 (stereo unspecified) | 5.3% | 17.6%
O=C(Nc1ccc(F)cc1F)c1ccc(S(=O)(=O)NCc2ccco2)cc1 | 8.0% | -1.5%
Cc1ccccc1NC(=O)NCc1cccnc1 | -1.0% | 6.3%
O=C(NCCCN1CCOCC1)c1cc(S(=O)(=O)N2CCOCC2)ccc1Cl | -1.9% | 12.4%

The results go on:
SMILES | TbPYK inhibitor | HCV inh
O=[N+]([O-])c1cccc(C=NNc2ccccc2)c1 | -1.8% | ?
Cc1ccccc1Nc1nc(N)nc(COC(=O)c2c(C)noc2C)n1 | 15.7% | ?
Cc1cccc(C)c1OCc1cc(C(=O)N2CCC(C3CCCCC3)C2)no1 (stereo unspecified) | 2.5% | 11.9%
Cc1ccc(NC(=O)CNc2cccc(Br)c2)cc1S(=O)(=O)N1CCOCC1 | 1.6% | ?
COC(=O)c1cc(NC(=O)COC(=O)CCc2nc3ccccc3c(=O)[nH]2)cc(C(=O)OC)c1 | 0.1% | 16.2%
O=C(O)c1ccc(NN=CC2=C(N3CCOCC3)/C(=C/c3ccccc3)CC2)cc1 | -7.6% | 40.3%[activator]
CCOC(=O)c1ccc(N[C@@H]2CCN3C(=O)c4ccccc4[C@@H]3C[C@H]2O)cc1 | 3.0% | -5.4%

A portion of the library (hit frequency here may not be typical).
